Bioassay records as filed in PubChem BioAssay.
ALOX12 inh: Primary qHTS assay for inhibitors of human arachidonate 12S-lipoxygenase (ALOX12): Round 2. Polyunsaturated fatty acid lipoxygenase ALOX12 (Homo sapiens), P18054. purified 12hLO, xylenol orange hydroperoxide absorbance. Potency, µM (series often up to 108 µM), for inactives: at the highest dose activity change, negative = inhibition, actives largely listed as inhibitors. 1.1% of 580,000 active. AID 1671190, 2021; further: potency means the concentration at half of the fitted maximal effect; on the % scale 0 is the no-effect control and ±100 the full control effect
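Hydroperoxide product was detected by ferrous iron/xylenol orange as the 573 to 405 nm absorbance ratio. Arachidonic acid at 40 uM (final) was turned over for 30 min at room temperature by 150 nM human 12hLO, pH 7.0 Hepes buffer, after 15 min compound preincubation.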
Vif-A3G inh: qHTS for Inhibitors of Vif-A3G Interactions: qHTS; HeLa A3G-eYFP + Vif (tagged APOBEC3G with the HIV-1 protein that degrades it), YFP fluorescence, overnight; 0.076% of 410,000 active; Potency, µM (series often up to 46.1 µM), for inactives: top-dose activity, negative = active, most hits filed as inhibitors; DNA dC->dU-editing enzyme APOBEC-3G (Homo sapiens), Q9HC16;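 further: potency means the concentration at half of the fitted maximal effect; on the % scale 0 is the no-effect control and ±100 the full control effect; nearly all actives have a fitted effect of over 60% in size; hits raise eYFP signal because A3G escapes Vif-driven loss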
Target sequence (Q9HC16 whole entry, looked up): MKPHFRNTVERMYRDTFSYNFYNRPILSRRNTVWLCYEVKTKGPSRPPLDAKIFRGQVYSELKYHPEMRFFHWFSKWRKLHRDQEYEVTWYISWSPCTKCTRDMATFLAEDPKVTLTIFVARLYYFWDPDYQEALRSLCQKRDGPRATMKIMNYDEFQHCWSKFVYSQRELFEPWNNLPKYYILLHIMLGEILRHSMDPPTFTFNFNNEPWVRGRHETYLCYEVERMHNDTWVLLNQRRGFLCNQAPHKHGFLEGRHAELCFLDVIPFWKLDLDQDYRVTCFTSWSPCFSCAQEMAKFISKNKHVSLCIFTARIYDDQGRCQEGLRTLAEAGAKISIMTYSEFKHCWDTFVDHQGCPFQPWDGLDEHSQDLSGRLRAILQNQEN
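Read-out is eYFP fluorescence (Ex 488/Em 500-530) from Vif-expressing HeLa A3G-eYFP cells; more signal means A3G escaped Vif-mediated degradation. Cells plated overnight, compound pinned in, incubated overnight at 37 deg C.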
RGS4 inhibitor: Inhibitors of Regulator of G Protein Signaling (RGS) 4: qHTS | Regulator of G-protein signaling 4 (Homo sapiens), P49798 | Transcreener GDP fluorescence polarization, RGS4-accelerated GTP hydrolysis | Potency, µM (doses to about 114 µM), without a hit: at the top dose activity change, negative = inhibition, hits mostly inhibitors | 0.039% of 390,000 active; further: potency means the concentration at half of the fitted maximal effect; on the % scale 0 is the no-effect control and ±100 the full control effect; nearly all actives have a fitted effect of over 75% in size; some results filed as inactive show a strong effect at the top dose
Target sequence (P49798 whole entry, looked up): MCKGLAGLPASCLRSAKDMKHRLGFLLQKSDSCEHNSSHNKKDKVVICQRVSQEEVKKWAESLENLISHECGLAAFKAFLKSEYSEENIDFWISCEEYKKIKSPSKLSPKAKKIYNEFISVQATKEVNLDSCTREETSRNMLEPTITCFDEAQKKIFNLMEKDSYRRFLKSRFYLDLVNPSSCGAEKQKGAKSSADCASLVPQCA
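MLSMR compounds (23 nl, pin-transferred) preincubated 10 min at room temperature with a 500nM (2x) first reagent, then RGS4 at 900nM (2x) plus Transcreener GDP mix added; fluorescence polarization (620/688 nm) read before and after 90 min at 30 °C.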
D2 antag: HTS Assay for Allosteric Antagonists of the Human D2 Dopamine Receptor: Primary Screen for Antagonists | HEK293 TREx D2 cells, calcium flux, dopamine EC80 | inhibition, % at 10 µM | 2% of 340,000 active; in the data active means inhibition above about 30%; further: 0% is about no effect
Target sequence (P14416 whole entry, looked up): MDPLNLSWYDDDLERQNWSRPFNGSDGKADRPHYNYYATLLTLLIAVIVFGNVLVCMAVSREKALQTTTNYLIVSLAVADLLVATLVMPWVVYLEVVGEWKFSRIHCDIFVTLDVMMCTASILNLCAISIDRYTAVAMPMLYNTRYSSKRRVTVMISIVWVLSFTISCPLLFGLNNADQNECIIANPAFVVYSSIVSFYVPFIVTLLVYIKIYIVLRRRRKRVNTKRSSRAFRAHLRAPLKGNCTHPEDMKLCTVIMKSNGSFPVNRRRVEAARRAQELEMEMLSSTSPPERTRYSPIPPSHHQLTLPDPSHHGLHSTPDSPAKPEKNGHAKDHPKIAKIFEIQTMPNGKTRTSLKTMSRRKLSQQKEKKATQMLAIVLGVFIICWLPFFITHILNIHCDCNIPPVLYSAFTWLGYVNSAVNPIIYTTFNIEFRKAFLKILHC
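Cells plated overnight at 30 C with tetracycline; no-wash calcium dye, 30–90 min RT; 10 s baseline; compound pinned; 180 s read; EC80 dopamine added; another 180 s read.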
Vif-A3F inh: qHTS for Inhibitors of Vif-A3F Interactions: qHTS; AID 602313, 2012; HeLa A3F-eYFP + Vif (tagged APOBEC3F with the HIV-1 protein that degrades it), YFP fluorescence increase; Potency, µM (series often up to 46.1 µM), for inactives: top-dose activity, negative = active; 0.2% of 390,000 active; further: potency means the concentration at half of the fitted maximal effect; % of control where 0% means no effect; nearly all actives have a fitted effect of over 65% in size
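Fluorescence increase (Ex 488/Em 500-530) after overnight compound treatment at 37 deg C flags inhibition of Vif-driven A3F-eYFP loss in stable HeLa A3F-eYFP/Vif cells seeded overnight beforehand.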
ERG-DNA inh: qHTS for Small Molecule Inhibitors of the ERG Ets/DNA interaction. 0.028% of 370,000 active. Potency, µM (series often up to 76.9 µM), for the others: at the highest dose FP activity, negative = inhibition, hits mostly inhibitors. fluorescence polarization, His-ERG Ets domain / labelled DNA; active means well fitted inhibition curve with a large enough effect in the polarisation, with a control signal flat; inconclusive means small, poorly fitted or top-dose-only effect, or effect the other way, or a change in a side signal; inactive means no such curve, though single readings can be large or run the other way; the % refers to the polarisation;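 further: polarization taken with two DNA probes labelled with fluorescein and Texas red; potency means the concentration at half of the fitted maximal effect; % of control where 0% means no effect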
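His-tagged ERG Ets domain (1 uM in the protein solution; 300mM KCl, 50mM Tris-HCl, 1mM EDTA, 1mM DTT, pH 7.5) received compound, then a probe mix of 5 nM fluorescein-DNA and 100nM Texas-615-DNA. Fluorescence polarization was read for both dyes.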
D2 agonist: HTS Assay for Allosteric Agonists of the Human D2 Dopamine Receptor: Primary Screen for Agonists; AID 485358, 2010; D(2) dopamine receptor (Homo sapiens), P14416; 0.53% of 340,000 active; HEK293 T-REx D2 cells, calcium flux agonist mode; activation, % at 2 µM;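 active means activation over 3 SD above normal in the single-dose calcium agonist read, cut at about 30% in these data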; further: 0% is about no effect
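Calcium-flux readout, 1 cycle/sec over 180 s following compound pin transfer, in inducible HEK293 Trex D2 cells (force-coupled); dopamine controls included. Positive calcium responses during this window marked compounds as potential agonists.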
LDHA block: qHTS assay for inhibitors of human lactate dehydrogenase; purified LDHA, NADH/diaphorase-resazurin fluorescence; active compounds read low; activity change, % (values are at about 110 or 230 µM); 0.15% of 480,000 active; AID 1347041, 2019; in the data active means activity change below about -30%; inconclusive means mostly about -25% to -30%;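 further: plate controls were DMSO wells for no effect and wells without enzyme for full effect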
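LDH5 2 nM; NADH 0.06 mM, pyruvate 0.2 mM; 200 mM Tris pH 7.4, EDTA, Tween-20; 5 min RT. Detection: diaphorase 0.133 mg/mL + resazurin 37 µM, fluorescence ex540/em590 at 0 and 20 min; normalized to enzyme-free and DMSO wells.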
GRP78 ERSR act: qHTS for Inducers of the Endoplasmic Reticulum Stress Response (ERSR) in Human Glioma: qHTS; U87-MG GRP78 promoter luciferase reporter, 16 h; Potency, µM, for inactives: at the highest dose activation, hits mostly activators; 0.02% of 420,000 active; AID 602332, 2012; further: potency means the concentration at half of the fitted maximal effect; series mostly up to about 76 µM; % of control where 0% means no effect; nearly all actives have a fitted effect of over 35% in size
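Stably transfected U87-MG glioma cells carrying a GRP78-based luciferase sensor; 16 h compound incubation. Luminescence end-point read 10 min after Bright-Glo addition at room temperature.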
Active calls of the source: *; ? = inconclusive; . = not tested or not shown; & = joins results of further samples; [ ] = another dose, or the depositor's remark. Unless noted, the call rests on the fitted dose curve; in most records, active means well fitted curve in the direction sought with a large enough effect; inconclusive means small, poorly fitted or top-dose-only effect, or another doubt; inactive means no such curve, though single readings can be large; an effect the other way counts as inactive or inconclusive. The list is partial; count on the stated rates, not on these rows.

Second line of a record – ALOX12 inh, Vif-A3G inh, RGS4 inhibitor, D2 antag, Vif-A3F inh, ERG-DNA inh, D2 agonist, LDHA block, GRP78 ERSR act
CCc1cccc(NS(=O)(=O)c2ccc(-n3cccn3)cc2)c1
    ?, -3%&-2%, -36%[56.9 µM], 8, -7%&-2%, 6%&-2%, -0.6&0.0, -2&-12, -5%&0%
N#CCCN1CCN(C(=O)c2c(N)no[n+]2[O-])CC1
    2%, 1%, -16%, 8, 5%, -3%, 2.1, -4, -3%
CCC(C(=O)Nc1ccc(C(C)=O)cc1)n1cnc2nc3c(cc2c1=O)CCCC3 (configuration not stated)
    2%, -5%, 12%, ., 3%, -3%, -1.0, -3, 3%
C/C(=N\NC(=O)CSCc1ccccc1Cl)c1cc(O)ccc1O
    -29%, -13%, -12%, 23, -10%, 4%, 0.8, 3, 0%
CCN(C(=O)CCn1cnc2onc(-c3ccc(F)cc3)c2c1=O)c1ccc(OC)cc1
    ?, 4%, -23%, ., -7%, 1%, 0.0, 3, 1%
O=C(COC(=O)C1=COCCO1)NC1CCCCC1
    -16%, -2%, 7%, -18, -2%, 0%, -0.2, -6, 2%
O=[N+]([O-])c1ccc(NCCCO)c(S(=O)(=O)N2CCOCC2)c1
    -16%, 0%, -20%, -8, 5%, 3%, -0.5, -5, -4%
CCCCCCNc1c([N+](=O)[O-])cc(C)cc1[N+](=O)[O-]
    7%, 1%, -12%[56.9 µM], ., -1%, -4%, ., -1, -6%
COc1ccc(NC(=O)c2ccco2)c2ccccc12
    1%, 1%, -16%, -7, -16%, -9%, 0.0, 7, 2%
CCOC(=O)c1c(N)sc(C(=O)N(CC)CC)c1C
    0%, 6%, -10%, 10, 5%, -7%, -0.1, -2, -1%
Cc1cc(C)c(S(=O)(=O)c2ccccc2)c(N(C)C)n1
    265%[activator], -1%, 26%, -9, -8%, -1%, -0.2, -8, 0%
CC1(Cc2ccc(Cl)cc2)C(=O)Nc2c(Cl)ccc(Cl)c21 (configuration not stated)
    ?, -11%, ., ., ., ., ., -3, 0%
CN(/N=C/c1ccccc1O)C(=S)c1ccccc1
    ?, -5%, -35%, 12, ?, -4%, 0.7, 1, 4%
C[C@H]1CN([C@@H](C)CO)C(=O)Cc2cc(NC(=O)CCC(F)(F)F)ccc2O[C@H]1CN(C)CC1CC1
    -5%, -1%, -3%, ., -1%, 2%, ., -6, 0%
CC(C)(C)c1cccc(P(=O)(c2ccccc2)c2ccccc2)c1O
    9%, -4%, 22%, 21, 0%, 6%, 0.3, -4, -2%
CCNC(=S)Nc1cc(OC)c(NC(=O)c2ccco2)cc1OC
    -58%, 2%, -3%, -3, 0%, -1%, -0.4, -5, -2%
CCc1ccc(-c2cn(-c3nc(C)cc(C)n3)c(=N)o2)cc1
    0%, -22%, -16%, 2, -6%, -4%, -0.4, -1, 1%
O=C(/C=C/c1ccco1)Nc1ccc(C(=O)N2CCOCC2)cc1
    -25%, -4%, -8%, 1, 5%, 0%, -0.4, -5, 1%
CCOP(=O)(O)c1ccccc1OCCOCCOc1ccccc1P(=O)(O)OCC
    -6%, 0%, -1%, 12, 4%, ., -0.4, 1, -2%
CCCCn1c(N)c(N(CCOC)C(=O)C(C)Oc2ccc(Cl)cc2)c(=O)[nH]c1=O (configuration not stated)
    11%, -1%, -35%, 6, ?, 1%, 0.5, -2, -6%
COc1ccc(-c2noc(=O)n2Cc2ccccc2Cl)cc1
    24%, -1%, -10%, -12, -20%, 2%, 0.0, -6, -8%
CCc1ccc(C2=NN(CCC(=O)NCCc3ccc(OC)c(OC)c3)C(=O)CC2)cc1
    -1%, -1%, -4%, ., 6%, -3%, ., 0, -2%
COc1ccc(CN2CSC(=S)N(Cc3ccccc3)C2)cc1
    -10%, -2%, 7%, 22, -7%, 4%, 0.3, 2, -5%
COc1ccc(NC(=O)CNC(=O)Cn2ccc3ccccc3c2=O)cc1OC
    -20%, 1%, -3%, ., -10%, 0%, 0.7, 4, -2%
COc1ccc(/C=C/C(=O)c2cc(Br)ccc(=O)c2O)cc1
    ., -22%, ?, -4, ?, 11%, 0.0, 14, -13%
COc1ccc(C)c2sc(NC(=O)c3cccc(N4C(=O)CCC4=O)c3)nc12
    8%, 1%, 3%, 2, -4%, 3%, 0.5, -8, -3%
O=C1C=C(c2ccc(Oc3ccccc3)cc2)C[C@@H](c2ccc(Cl)cc2)C1
    0%, 0%, -13%, 6, 1%, 7%, 4.0, -6, -1%
CCC(C)NC(=O)Cn1nc(Cc2ccncc2)c2ccccc2c1=O (configuration not stated)
    5%, -6%, 0%, -9, 0%, -1%, 0.1, -2, -2%
CCC(=O)N1CCC1(C)C(=O)NCc1ccc(SC)cc1 (configuration not stated)
    -30%, 0%, ., ., ., ., ., -7, 1%
Cc1nn(C)c(C)c1S(=O)(=O)N1CCc2ccccc21
    0%, 0%, -26%, 13, 0%, -2%, 1.1, -7, -4%
CC(C)CNC(=O)COC(=O)c1ccccc1SCC(=O)NCC(C)C
    0%, 1%, -18%, 1, -6%, 5%, -0.4, -5, -4%
CCN1CCN(Cc2ccc(NC(=O)c3cc(NC(=O)C4=NN(c5ccccc5)C(=O)C4)cc(OC)c3)cc2C(F)(F)F)CC1
    ?, 1%&-5%, ?, ., -11%&5%, 8%, ., -11&-10, -4%&-3%
Cc1c(C(=O)N2CCOCC2)oc2c1-c1nn(CC(=O)NCc3cccc(F)c3)cc1CC2
    -17%, 1%, 2%, ., 0%, 2%, 0.9, 26, -1%
CCOC(=O)C1(CCOc2ccccc2)CCN(Cc2cc(OC)cc(OC)c2)CC1
    -21%, -1%, -16%, 21, 6%, 14%, 1.3, 0, 0%
COc1cc(C(=O)NNC(=O)NC2CCCCC2)cc(OC)c1OC
    430%[activator], 1%, -1%, 15, -24%, 8%, -0.2, -6, -4%
CCOC(=O)c1c(C)oc2ncnc(Nc3cc(Cl)ccc3OC)c12
    -6%, 4%, 1%, ., 2%, 3%, 0.4, 3, -4%
C=CCOC(=O)C1=C(C)NC(SC)=C(C#N)C1c1ccc(OCC)cc1 (configuration not stated)
    -23%&0%, -26%&-20%, 20%&-7%, -2, -11%&-9%, 2%&-6%, 0.2, 0&0, -3%&-4%
Nc1c(C(=O)NCc2ccc(Cl)cc2Cl)nnn1Cc1ccc(Br)cc1
    ?, 1%, 17%, ., -13%, ?, -0.5, -11, -2%
CC(C)CCN1CCN(Cc2nc(-c3ccccc3)cs2)CC1CCO (configuration not stated)
    -3%, -6%, -19%, 2, -2%, 3%, 0.1, 6, -3%
O=C(CCC(=O)OCc1ccc(Br)cc1)Nc1ccccc1
    13%, 0%, ?, -1, 5%, -3%, -0.5, -2, -1%
Cc1cccc(N2CCN(CC(O)COc3ccc4ccccc4c3)CC2)c1 (configuration not stated)
    1%, -1%, 25%, ., -1%, -6%, ., -6, -1%
CN1CCN(c2ccccc2NC(=O)c2c(F)cccc2F)CC1
    2%, -1%, -3%, -5, -2%, -6%, -2.7, -6, -4%
COc1cccc(NC(=O)COC(=O)c2ccc(S(=O)(=O)NCc3ccco3)cc2)c1
    -26%, 0%, -29%, -10, -4%, -1%, 0.1, -2, -5%
COc1ccccc1N1CCN(C(=O)CSc2nnc3n2C(C)(C)Cc2ccccc2-3)CC1
    -3%, 4%, -4%, -10, 0%, -1%, 1.2, -7, 7%
CCOC(=O)C1=C(COC(=O)[C@@H]2CCCN2S(=O)(=O)c2ccc(C)cc2)NC(=O)NC1C (some centres not stated)
    -11%, 1%, -1%, 5, 5%, 3%, -0.2, -2, -6%
CN1CC(c2ccc(Cl)c(Cl)c2)[C@@]2(COc3ccccc3C2=O)[C@@]12C(=O)Nc1ccccc12 (some centres not stated)
    0%, 1%, 3%, 26, -16%, -7%, 0.3, 1, -5%
O=C(COC(=O)CNC(=O)c1ccc(Br)cc1)NCCC1=CCCCC1
    -5%, -2%, -1%, 2, -8%, 12%, 0.6, -2, -3%
CCOC(=O)CN1C(=O)C(=O)c2cccc(C)c21
    11%, 8%, 4%, 1, -5%, 4%, -2.8, -10, -2%
CN1CCN(c2ccc(CNS(=O)(=O)c3ccsc3)cc2)CC1
    ?, 1%, -7%, 4, -2%, -9%, 0.3, 1, -3%
O=C(CCN1C(=O)/C(=C/c2ccc(F)cc2)SC1=S)NCCc1ccc(O)cc1
    -13%, 0%, 5%, 12, -8%, 42%[activator], 0.5, -14, -5%
COc1ccc(NS(=O)(=O)c2ccc3c(c2)CCN3C(=O)CCC(=O)O)cc1OC
    -30%, -1%, 31%, -9, 2%, 3%, 2.0, -3, 3%
CC(=O)N1C[C@H]2CON(C)[C@H]2C[C@H]1c1cccc(-c2ccc(C#N)cc2)c1
    13%, 0%, ., ., -10%, ., ., -21, -6%
NCCCC[C@H]1CNC(=S)N1CCc1cccc(F)c1
    3%, -3%, 2%, -10, 7%, -9%, 0.0, -4, -3%
Nc1nc2c(s1)CCc1c-2cnn1-c1ccccc1
    ., -14%&-9%, ?, 7, -4%, 18%, -1.8, 21&24, -1%&3%
